Screening data: PubChem, several laboratories
E coli growth: E. coli V3065 growth inhibition, primary screen, counter-screen for AddAB inhibitor project, absorbance, OD600; actives 0.27% (n = 330,000); 18 h; AID 449728, 2010; inhibition, % at 11.9 µM;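 active = inhibition above the campaign's mean inhibition across all tested compounds plus 3 SD, cut at about 9.9% in these data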;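 also: uninfected addAB+ strain grown without phage in ampicillin broth; 0% = DMSO wells and 100% = ciprofloxacin 0.95 µg/ml wells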
AddAB inh: growth inhibition of E. coli expressing H. pylori AddAB, primary screen, AddAB inhibitor project, absorbance; inhibition, % at 11.9 µM; actives 0.29% (n = 330,000); AID 435030, 2010; in the data active = inhibition above about 12%;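 also: 0% = vehicle wells of infected cells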
SUMO Mot1 rescue: yeast Mot1-301 growth rescue at high temperature, primary screen, SUMOylation pathway inhibitor project, S. cerevisiae, ATP luminescence, 38.5C; AID 2716, 2010; growth rescue, % at 18.8 µM; actives 1% (n = 320,000); S. cerevisiae Mot1-301 growth rescue; percent above DMSO median, 100 means doubled;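 active = every valid replicate shows activation above 250% relative to neutral control wells; inactive = the rest, any valid replicate at or below 250%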;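 also: OY570 slx delta 5 strain wells were the positive control but not used for scaling; some compounds called inactive have numbers as strong as hits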
An asterisk follows results filed as active. This is a subset (hit frequency here may not be typical).

SMILES | E coli growth | AddAB inh | SUMO Mot1 rescue
C=CCn1c2ccccc2c(=O)c2cc(C#Cc3ccsc3)ccc21 | 3.6 | 3.9 | 204
COC(=O)c1ccc(Oc2nc(NC(C)(C)C)nc(N3CCOCC3)n2)cc1 | -0.5 | 0.2 | 178
CCOc1ccc(N/C(=C(/C(Cl)=C(Cl)Cl)[N+](=O)[O-])n2cncn2)cc1 | -1.5 | 1.0 | 1
Cc1cc2c(nc1C)CCCN2C[C@@H](C)O/N=C1/[C@H]2CCn3c(=O)n(-c4ccccc4)c(=O)n3[C@H]2[C@H](O)[C@@H]2O[C@H]12 | 0.7 | 2.6 | 13
COc1ccc(Nc2cc(C(=O)NCc3ccco3)c3ccccc3n2)cc1 | -0.5 | -1.0 | -5
Cc1ccccc1Nc1nc(-c2sc(NC(=O)c3ccccc3)nc2C)cs1 | 0.1 | 1.4 | -17
Cc1cc(C(=O)OCC(=O)c2ccc(Br)s2)c(C)o1 | 0.7 | 5.1 | -1
CCc1nn(CC(=O)NCCCN(CC)c2cccc(C)c2)c(=O)c2cc3occc3n12 | 1.0 | 0.9 | 3
Fc1ccc(N2CCN(Cc3c[nH]c4ccccc34)CC2)cc1 | 0.5 | -0.3 | -6
CC(=O)Nc1ccc(S(=O)(=O)NCC2CCC(C(=O)NC(C)c3ccc4c(c3)OCCO4)CC2)cc1 (stereo unspecified) | -1.3 | 1.2 | 10
CCOC(=O)Cc1csc(NC(=O)c2ccc(Br)s2)n1 | 0.7 | 1.6 | -8
O=C(O)C1C2CCC(O2)C1C(=O)Nc1cccc(F)c1 (stereo unspecified) | -0.6 | -0.2 | -2
CCOc1cc(-c2nc(-c3cc(OC)c(OC)c(OC)c3)no2)cc(OCC)c1OCC | -1.4 | 2.6 | -1
Cc1cc([N+](=O)[O-])c2c(c1C)C1C=CCC1C(c1ccccn1)N2 (stereo unspecified) | -0.5 | -3.0 | -4
CSc1ccc(C2c3[nH]c4ccccc4c3CCN2C(=O)c2cc(C)n(C)n2)cc1 (stereo unspecified) | -0.8 | 3.1 | -17
CCCc1nc2sc3ccccc3c(=O)c2c(=O)n1CCOC | -2.3 | 1.6 | 0
Cc1nc(NC(=O)c2ccccc2)sc1-c1csc(Nc2ccc(Cl)cc2)n1 | -2.4 | 2.3 | -12
CCS(=O)(=O)C1=NN2C(=N)/C(=C\c3ccc(OS(=O)(=O)c4ccccc4)c(OC)c3)C(=O)N=C2S1 | 1.4 | -1.5 | 292
COc1ccc(O[C@H]2C=C[C@@H](c3ccccc3)O[C@@H]2COC(=O)CC/C(C)=N/O[C@H](C)c2cn([C@@H]3COC[C@H]3O)nn2)cc1 | -1.4 | -1.5 | 9
Cc1cccc(C(=O)N2CCc3cc(-c4nc(NC(=O)Cn5nnc6ccccc6c5=O)sc4C)ccc32)c1 | 0.0 | 2.4 | 378*
O=C1c2ccccc2C(=O)N1c1ccc(Cl)cc1 | -1.1 | 0.2 | -13
COCC(=O)Nc1cc(Cl)ccc1C(F)(F)F | 4.0 | 5.0 | 12
Cc1ccc(Cl)c(NC(=O)CN2CCN(C=O)CC2)c1 | -0.2 | 2.9 | -21
COc1ccc(CNC(=O)c2cc3c(C)nc4ccccc4c3o2)c(OC)c1 | 1.2 | -0.2 | 4
COc1ccccc1-c1c(C(F)(F)F)oc2cc(OCC(=O)Nc3cc(C)ccc3C)ccc2c1=O | 0.4 | -1.2 | 2
COC/C=C/C1=CC2=CC(=O)C(C)(OC(=O)c3cnc4ccccc4n3)C(=O)C2=CN1CCc1ccccn1 (stereo unspecified) | -1.2 | 1.4 | -16
CC(C)=CCc1cc2c(=O)c3c(O)c4c(cc3oc2c(O)c1O)OC(C)C4(C)C (stereo unspecified) | -4.2 | 7.4 | -11
CN(C)c1ccc(/C=C/C(O)=C2/C(=O)N(C)C3(C)CC2c2ccccc2O3)cc1 (stereo unspecified) | 0.3 | 2.3 | 7
COC/C=C/C1=CC2=CC(=O)C(C)(OC(=O)c3cccs3)C(=O)C2=CO1 (stereo unspecified) | -1.9 | -1.3 | -4
COc1ccc(S(=O)(=O)N(CC(=O)NCc2cccnc2)c2ccc(F)cc2)cc1OC | -1.5 | -0.3 | 167
O=C(/C=C/c1ccccc1[N+](=O)[O-])Oc1ccccc1 | 2.0 | 2.0 | -4
CC(C)CCN(C(=O)COc1ccc(C#N)cc1)c1c(N)n(Cc2ccccc2)c(=O)[nH]c1=O | 2.5 | 2.1 | 14
COC(=O)N1C(=O)[C@@](CC(C)C)(c2ccccc2)N1C(=O)OC | -4.2 | -0.6 | 222
CCOC(=O)N1C2=NC(C(=O)OC)=C(C(=O)OC)[C@@H]3N(Cc4ccccc4)c4ccccc4[C@]23C[C@H]1C(=O)OC | 0.2 | 0.8 | -4
CC(=O)N=C1SC2CS(=O)(=O)CC2N1c1ccc(-c2nc3ccc(C)cc3s2)cc1 (stereo unspecified) | 3.1 | 4.8 | 10
Cc1cc(C)nc(/N=C(/NC(=O)Nc2ccc(Cl)c(Cl)c2)Nc2ccccc2)n1 | -0.3 | 1.6 | 3
COc1cc2c(cc1NC(=O)CSc1nc3ccc(C)cc3[nH]1)oc1ccccc12 | -1.4 | 1.3 | -4
N#C[C@@H]1[C@@H]2C(=O)N(c3ccc4c(c3)OCCO4)C(=O)[C@@H]2C2c3ccccc3C=CN21 (stereo partly specified) | 0.2 | 2.7 | 5
COc1ccc(NCc2ccc(OC)c(OC)c2)cc1 | -2.7 | 0.1 | 5
C/C(=N\Nc1ccc(F)cc1F)c1ccc(F)cc1 | -0.6 | 2.1 | 219
Cc1nn(Cc2ccc(Cl)cc2Cl)c(Cl)c1/C=N/NC(=O)CNc1cccc(C(F)(F)F)c1 | -2.5 | 2.9 | -1
Cc1sc2nc(CSc3ccc([N+](=O)[O-])cc3)[nH]c(=O)c2c1C | 1.0 | -1.1 | 6
Cc1cccc(C(=O)O/N=C/c2c(N3CCOCC3)n(C)c3ccccc23)c1 | 0.4 | 2.8 | -4
COC(=O)CCCC1=CC2=CC(=O)C(C)(OC(=O)c3ccco3)C(=O)C2=CO1 (stereo unspecified) | -1.0 | 1.7 | -10
O=C(NCc1ccccc1Cl)C1CCCN(c2nc3ccsc3c(=O)s2)C1 (stereo unspecified) | 0.2 | -2.5 | 169
Cc1cccc(NC(=O)c2ccccc2OCC(=O)N2CCCC2)c1C | -1.3 | 2.7 | -9
C#CCOCCOCCOCCNc1nc(N2CCN(C(=O)Cn3cc(CC(C)O)nn3)CC2)nc(N2CCN(C(=O)[C@H](C)n3cc(CCCN=C(N)N)nn3)CC2)n1 (stereo partly specified) | -1.8 | 4.2 | 5
CCOc1nc(C)cc(C)c1S(=O)(=O)c1cccc(C)c1 | 1.5 | -0.3 | -25
COC(=O)C1=C(C)N(CCc2cc(OC)c(OC)c(OC)c2)C(=O)N[C@H]1c1ccc(Br)cc1 | 0.3 | 1.1 | -9
COc1ccccc1NC(=O)c1ccc(CSc2ncccn2)cc1 | 1.0 | 0.9 | 81
Oc1ccc(-c2nnc(-c3ccccc3)c(-c3ccccc3)n2)cc1 | -1.7 | 1.2 | -1
CS(=O)(=O)c1nc(-c2cccs2)cc(C(F)(F)F)n1 | -0.1 | -0.4 | 136
O=C(NC(=O)c1ccc(Cl)cc1)Nc1ccc(-c2cnco2)cc1 | 5.4 | 2.8 | 0
O=C(Nc1ccccc1C(=O)N1CCNCC1)c1ccco1 | -2.5 | 6.5 | 8
Cc1ccc[n+](CC(=O)c2ccccc2)c1 | 1.4 | -0.3 | -2
C1CCN=C(NC23CC4CC(CC(C4)C2)C3)CC1 | 0.8 | -1.1 | -4
O=Cc1cccc(OC(=O)c2ccc(Cl)cc2Cl)c1 | -4.2 | -3.5 | -2
CCn1cc(C(=O)Nc2ccccc2)c(=O)c2ccc(C)nc21 | -1.1 | 4.7 | 2
C#CCOCCOCCOCCNc1nc(N2CCN(C(=O)[C@H](CCC(=O)O)n3cc(C(N)CC(C)C)nn3)CC2)nc(N2CCN(C(=O)[C@H](Cc3ccc(O)cc3)n3cc(C(N)[C@H](C)CC)nn3)CC2)n1 (stereo partly specified) | -1.4 | 1.9 | 1
CCOCCn1c(=NC(=O)c2cc(Cl)sc2Cl)sc2cc(S(N)(=O)=O)ccc21 | 1.5 | 3.9 | 26
Other compounds follow.
SMILES | E coli growth | AddAB inh | SUMO Mot1 rescue
Cc1ccc(/C(C#N)=C\c2cn(C)c3ccccc23)cc1 | 2.4 | 0.7 | -6
Cc1ccc(NC(=O)C2CCCCC2)c(O)c1 | 2.2 | 2.1 | 13
Cc1cnc(SCCc2ccncc2)nc1C | -1.2 | 1.9 | 3
COc1ccccc1N1CCN(CCN2C(=O)CC(=C3c4ccccc4-c4ccccc43)C2=O)CC1 | -3.2 | -3.3 | -16
COc1cc2[nH]c3c(N4CCC(C(N)=O)CC4)ncnc3c2cc1OC | 2.3 | 5.9 | 2
CCN(CC)S(=O)(=O)c1ccc(OC)c(NC(=S)Nc2cc(C)ccc2C)c1 | -1.6 | -0.9 | 19
CCN(CC)CCCNc1nc(SC)nc2sc3c(c12)CCN(C)C3 | -3.6 | -2.0 | -7
O=C(O/N=C/c1ccc2c(c1)OCO2)c1ccccc1Cl | -2.8 | 1.4 | 5
CC(C)c1ccccc1NC(=O)Cn1c(/C=C/c2ccccc2)nc2ccccc21 | 2.3 | 1.1 | 0
COC(=O)[C@@H](NC(=O)O[C@@H]1C(=O)c2ccc(OC)cc2O[C@H]1c1cccc(C(F)(F)F)c1)C(C)C | -3.8 | -2.1 | -15
COc1ccc(CCNC(=O)CSc2ccc(-c3ccccc3)nn2)cc1 | -1.7 | 0.2 | -9
Cc1c(Cl)cccc1NC(=S)N/N=C/c1ccccc1Cl | -0.2 | 0.9 | 105
COc1ccc(Br)cc1/C=N/NC(=O)c1cc(Br)ccc1O | 0.7 | 0.7 | 17
CC(=O)Nc1cn(C(C)=O)c(C)n1 | -1.5 | 0.7 | -2
Cc1cc(C(C)C)n2c(nc3ccccc32)c1C#N | -1.9 | 2.9 | 385
CC(=O)Nc1ccc(NC(=O)c2ccc(COc3ccc4c(C)cc(=O)oc4c3)cc2)cc1 | -0.3 | 3.0 | -6
COc1ccc(CCN(Cc2cc3cccc(C)c3n3nnnc23)C(=O)c2ccncc2)cc1OC | -0.7 | -1.4 | 72
C=CCN1c2ccccc2[C@]23C[C@@H](C(=O)OC)N(C(=O)c4cc(C)oc4C)C2=NC(C(=O)OC)=C(C(=O)OC)[C@H]13 | -1.9 | 1.1 | 1
CCn1cc(C(=O)NCc2ccccc2OC)c(=O)c2ccc(C)nc21 | 3.7 | -1.9 | 9
CCCCN(C(=O)c1cc(=O)[nH]c2ccccc12)c1c(N)n(CCC)c(=O)[nH]c1=O | 1.0 | 2.1 | 4
NC(=O)C(CC(=O)O)NC(=O)[C@@H]1CCOc2c(I)cc([N+](=O)[O-])cc2C(=O)N[C@@H](CCC(=O)O)C(=O)N[C@@H](CO)C(=O)N1 (stereo partly specified) | -3.3 | 2.6 | 33
CCOC(=O)c1c(NC(=O)c2ccc(C)cc2)sc2c1CC(C)(C)NC2(C)C | -1.9 | 1.1 | 27
Cc1cc(Nc2ccc(O)cc2)ccc1N | -2.1 | 1.2 | -30
CCn1c(-c2ccc(F)cc2)cnc1SCC(=O)N1CCc2ccccc21 | -0.2 | 3.8 | 7
CC(C)OC(=O)c1c2nc3ccccc3nc2n2c1[nH]c(=O)c1ccccc12 | 0.3 | 1.7 | -14
O=C(Nc1cc2cc([N+](=O)[O-])ccc2oc1=O)c1cccs1 | 2.2 | 4.5 | 13
Brc1ccc(-c2ccc(C3Nc4cccc5cccc(c45)N3)o2)cc1 | 1.2 | 1.4 | -6
CC(C)Oc1ccc(-c2nn(-c3ccccc3)cc2/C=c2\sc3ncnn3c2=O)cc1 | -3.5 | 2.2 | 96

In the list so far, these have a Cl atom:
SMILES | E coli growth | AddAB inh | SUMO Mot1 rescue
CCOc1ccc(N/C(=C(/C(Cl)=C(Cl)Cl)[N+](=O)[O-])n2cncn2)cc1 | -1.5 | 1.0 | 1
Cc1nc(NC(=O)c2ccccc2)sc1-c1csc(Nc2ccc(Cl)cc2)n1 | -2.4 | 2.3 | -12
O=C1c2ccccc2C(=O)N1c1ccc(Cl)cc1 | -1.1 | 0.2 | -13
COCC(=O)Nc1cc(Cl)ccc1C(F)(F)F | 4.0 | 5.0 | 12
Cc1ccc(Cl)c(NC(=O)CN2CCN(C=O)CC2)c1 | -0.2 | 2.9 | -21
Cc1cc(C)nc(/N=C(/NC(=O)Nc2ccc(Cl)c(Cl)c2)Nc2ccccc2)n1 | -0.3 | 1.6 | 3
Cc1nn(Cc2ccc(Cl)cc2Cl)c(Cl)c1/C=N/NC(=O)CNc1cccc(C(F)(F)F)c1 | -2.5 | 2.9 | -1
O=C(NCc1ccccc1Cl)C1CCCN(c2nc3ccsc3c(=O)s2)C1 (stereo unspecified) | 0.2 | -2.5 | 169
O=C(NC(=O)c1ccc(Cl)cc1)Nc1ccc(-c2cnco2)cc1 | 5.4 | 2.8 | 0
O=Cc1cccc(OC(=O)c2ccc(Cl)cc2Cl)c1 | -4.2 | -3.5 | -2
CCOCCn1c(=NC(=O)c2cc(Cl)sc2Cl)sc2cc(S(N)(=O)=O)ccc21 | 1.5 | 3.9 | 26
O=C(O/N=C/c1ccc2c(c1)OCO2)c1ccccc1Cl | -2.8 | 1.4 | 5
Cc1c(Cl)cccc1NC(=S)N/N=C/c1ccccc1Cl | -0.2 | 0.9 | 105
